GIRK2 act: Activates human GIRK2-containing potassium channels. HEK293 GIRK2/NPY4 cells, thallium flux fluorescence. activation (% efficacy), % for hits at 37.5 µM. 34,000 tested, under 10 active. P48051. AID 1259324;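 active = primary screen hit, no activity in plain HEK293 cells, and in GIRK2-only cells above 5% efficacy rising with concentration; inactive = the rest, including fluorescent compounds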;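 note: efficacy is normalized control-subtracted fluorescence 15 s after thallium addition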
Target sequence (P48051 whole entry, looked up): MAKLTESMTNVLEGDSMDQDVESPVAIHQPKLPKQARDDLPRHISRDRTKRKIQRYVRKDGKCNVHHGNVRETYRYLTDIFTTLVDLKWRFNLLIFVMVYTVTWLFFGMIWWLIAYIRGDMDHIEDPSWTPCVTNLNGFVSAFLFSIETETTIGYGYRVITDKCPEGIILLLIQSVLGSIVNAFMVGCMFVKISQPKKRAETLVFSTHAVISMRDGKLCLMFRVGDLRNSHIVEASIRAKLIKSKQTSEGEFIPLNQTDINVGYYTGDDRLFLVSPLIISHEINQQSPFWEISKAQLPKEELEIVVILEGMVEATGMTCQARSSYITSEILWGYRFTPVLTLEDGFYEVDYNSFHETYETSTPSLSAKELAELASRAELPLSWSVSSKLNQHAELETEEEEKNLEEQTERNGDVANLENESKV
Calls only; i = inactive. Some of the compounds tested; count on the stated rates, not on these rows.

SMILES	GIRK2 act
Cc1ccc(N2CCCS2(=O)=O)cc1NC(=O)Nc1ccc(Cl)c(Cl)c1	i
O=C(Cn1nc(-c2ccc(Br)cc2)ccc1=O)Nc1cccc(C(F)(F)F)c1	i
CNC(=O)c1ccsc1NC(=O)CCCS(=O)(=O)c1ccc(C)cc1	i
Cc1c(C(=O)NCC(C)O)c(C(F)(F)F)nn1C1CCN(C(C)C)CC1 (configuration not stated)	i
O=C(Cc1ccccc1)N1CCC(c2nnc(C3CC3)o2)CC1	i
O=C(Cn1nc2c(c1NC(=O)Cc1ccc(F)cc1)CSC2)NCC1CCCO1 (configuration not stated)	i
COc1ccc(C2(CNC(=O)c3cc4ccccc4o3)CCCC2)cc1	i
COc1cn2c(cc1=O)C(=O)N(CCNC(=O)c1ccc(N3C(=O)CCC3=O)cc1)CC2	i
Cn1cc(SCC(=O)NC2CCCC2)c2ccccc21	i
O=C(NCCn1ncc2c(N3CCN(c4ncccn4)CC3)ncnc21)C12CC3CC(CC(C3)C1)C2	i
O=C(CN1C(=O)c2ccccc2C1=O)NCC1CCN(C2CCCC2)CC1	i
COc1ccc(-c2cn(CC(=O)NCc3ccc(F)cc3)nc2N2CCOCC2)cc1	i
COc1ccc(NC(=O)CCc2csc(NC(=O)c3ccc[nH]c3=O)n2)cc1OC	i
O=C(NCc1ccccc1)c1ccc(Cn2c(=S)[nH]c3ccc(Br)cc3c2=O)cc1	i
O=S(=O)(NCCOc1ccc2nnc(-c3ccccc3)n2n1)c1ccc(Cl)s1	i
CCn1nnc2c(Nc3ccc(Br)cc3F)ncnc21	i
Cc1ccc(C(CNC(=O)CCc2ccccc2)N2CCOCC2)cc1 (configuration not stated)	i
O=C(CCCSc1ccc(NC(=O)C2CC2)nn1)NCc1ccccc1Cl	i
CC(C)S(=O)(=O)c1ccc(C(=O)Nc2ccc3sccc3c2)cc1	i
O=C(Cc1ccc(NC(=O)c2ccsc2)cc1)NCC(F)(F)F	i
O=C1CSC(=O)N1C1CCCCC1NC(=O)C12CC3CC(CC(C3)C1)C2 (configuration not stated)	i
CC1CN(C)CCN1CC1CCN(C(=O)c2ccc(Cl)s2)CC1 (configuration not stated)	i
Cc1[nH]c(=O)nc(SCC(=O)NC2CCCC2)c1C#N	i
CSc1ccccc1NC(=O)C(=O)NCc1c(F)cccc1F	i
O=C(NCCN1CCOC(c2ccccc2)C1)c1ccc2c(c1)OCO2 (configuration not stated)	i
O=C(NCCC1=CCCCC1)C(=O)NCC1CCN(C(=O)c2cc3ccccc3o2)CC1	i
Cn1nc(-c2ccc(NC(=O)c3ccc(Br)o3)cc2)ccc1=O	i
COc1ccc2c(CC(=O)NC(C)c3ccccc3)cc(=O)oc2c1 (configuration not stated)	i
NC(=O)c1ccc(NC(=O)CN2CC(c3nc(-c4cccc(C(F)(F)F)c4)no3)C2)cc1	i
CN(C)C(CNC(=O)C(=O)Nc1ccc(F)c(F)c1)c1cccc2ccccc12 (configuration not stated)	i
O=[N+]([O-])c1ccc(OCC(O)CN2CCN(c3ccccc3F)CC2)cc1 (configuration not stated)	i
Cc1cc2cc(CNC(=O)NC3CCCCC3)ccc2n1C	i
CC1Cc2c(NC(=O)c3cc(=O)c4ccccc4o3)nn(C)c2NC1=O (configuration not stated)	i
Cc1nnc(NC(=O)C2CCCN(c3ccc(-n4ccnc4)nn3)C2)s1 (configuration not stated)	i
CCc1ccc(S(=O)(=O)Nc2ccc(N3CCCCC3=O)c(OC)c2)s1	i
CCSc1nnc(NC(=O)Cn2cnc(C(C)C)cc2=O)s1	i
COCCn1c(NC(=O)Nc2cccc(OC)c2)c2ccccc2nc1=O	i
CCc1ccc(Oc2cc(N3CCC(C(=O)NCCc4ccc(OC)c(OC)c4)CC3)ncn2)cc1	i
CCC(=O)Nc1ccc(SCC(=O)NCc2cccs2)nn1	i
Cc1ccc(S(=O)(=O)c2ccc(C(=O)Nc3cccc(C)c3C)cn2)cc1	i
O=C(c1cc(-c2ccco2)[nH]n1)N1CCN(Cc2nc(-c3ccccc3)cs2)CC1	i
COc1ccc(CC(C)(O)CN)cc1 (configuration not stated)	i
CC(=O)Nc1cccc(NC(=O)Cn2nc(-c3ccc(Br)cc3)ccc2=O)c1	i
CC1(C(=O)Nc2ccc(S(N)(=O)=O)cc2)Cc2ccc(Cl)cc2C(=O)O1 (configuration not stated)	i
COC(=O)N1CCC(CNC(=O)C(=O)Nc2ccccc2SC)CC1	i
Cc1cc(C)cc(OCCNC(=O)/C=C/c2ccccc2)c1	i
CC(C)N1CCC(CNC(=O)C(=O)NCc2ccc(F)cc2)CC1	i
COC(=O)c1ccc(C(=O)NCC(O)c2sccc2C)cc1 (configuration not stated)	i
CCOc1ccc2nc(NC(=O)CN3C(=O)c4ccccc4S3(=O)=O)sc2c1	i
COCCN1CCC(CNC(=O)C2CCN(S(C)(=O)=O)CC2)CC1	i
Cc1ccc(NC(=O)CSc2ccc(NC(=O)C(C)C)nn2)cc1F	i
COc1ccc(OC)c(-c2ccc(=O)n(CC(=O)Nc3cc(Cl)ccc3Cl)n2)c1	i
CCCOc1ccc(S(=O)(=O)N2CCN(C)CC2)cc1	i
COc1ccc(CNC(=O)c2cc(-c3cccs3)nc3c2c(C)nn3C2CCS(=O)(=O)C2)cc1 (configuration not stated)	i
Cc1cc(N(C)C)nc(NCCNC(=O)c2cnccn2)n1	i
CCOc1ccccc1NC(=O)Nc1ccc2c(c1)CC(=O)N2CC	i
CSc1cccc(NC(=O)C(=O)NCC(C)(O)c2ccccc2)c1 (configuration not stated)	i
O=C(c1cnn2ccccc12)N1CCN(S(=O)(=O)CCN2C(=O)CCCC2=O)CC1	i
CNC(=O)c1cccc(-c2noc(C3CN(Cc4cc(OC)cc(OC)c4)C3)n2)c1	i
COc1ccc(OC)c(NC(=O)C(=O)NCC2CCN(Cc3ccccc3)CC2)c1	i

(list continues)
SMILES	GIRK2 act
O=C(CN1C(=O)c2ccccc2S1(=O)=O)N(Cc1ccccc1)c1ccccn1	i
Cn1ccnc1N1CCN(C(=O)C2CC(=O)N(c3ccc(Cl)cc3)C2)CC1 (configuration not stated)	i
Cc1cc2nc(N(Cc3cccnc3)C(=O)c3ccc(S(=O)(=O)C(C)C)cc3)sc2cc1C	i
CC1C(=O)NCCN1C(=O)CN1C(=O)c2ccccc2C1=O (configuration not stated)	i
Cc1sc(NC(=O)C2CC2)c(-c2nc3ccccc3s2)c1C	i
COc1cccc(OCC(=O)Nc2ccc(-c3nnc(C)o3)cc2)c1	i
CCOc1ccc(CC(=O)N2CCN(c3nccn3-c3cccc(Cl)c3)CC2)cc1	i
CC(C)S(=O)(=O)c1cccc(C(=O)N2CCN(c3ccccc3)CC2)c1	i
c1ccc(CC2CN(C3CC3)CCN2)cc1 (configuration not stated)	i
O=C(c1cccc(-n2cnnn2)c1)N1CCN(Cc2nc(-c3ccc(F)cc3)cs2)CC1	i
O=C(c1cccc(Br)c1)N1CCC(c2ccsc2)CC1	i
O=C(Cc1cccc2ccccc12)Nc1ccc(-c2ccc3nncn3n2)cc1	i
COc1ccc(S(=O)(=O)CC(=O)Nc2nc(-c3ccc(Cl)s3)cs2)cc1	i
COc1ccc(-c2nc3c4cnn(-c5ccccc5Cl)c4ncn3n2)c(O)c1	i
CCNc1nc2c(c(=O)n(C)c(=O)n2C)n1CCCOc1ccccc1	i
CCS(=O)(=O)c1ccc(C(=O)Nc2ccc3scnc3c2)cc1	i
CCOc1ccc(C(=O)Nc2ccc3c(c2)CCC(=O)N3Cc2ccccc2)cc1	i
O=C(Cn1c(=O)oc2ccccc21)NCC1CCN(C(=O)c2ccccc2F)CC1	i
COc1ccc(-c2nnc(NC(=O)c3ccc4c(c3)OCCO4)o2)cc1OC	i
COc1ccc(S(=O)(=O)CCCC(=O)Nc2c(C(N)=O)oc3ccccc23)cc1	i
Cc1nc2ccccc2n1Cc1nnc(-c2ccccc2)o1	i
COc1cccc(-c2cc(C(=O)N3CCN(c4ccccc4F)CC3)n(C)n2)c1	i
CCOC(=O)c1ccc(NC(=O)N2CCCCC2)cc1	i
COc1ccc(Cl)cc1NC(=O)C(=O)NCC1CCN(Cc2ccco2)CC1	i
COc1ccc(-c2csc(-c3nnn(-c4ccccc4)c3C)n2)cc1OC	i
O=C(Nc1ccc2c(c1)N(C(=O)C1CCCO1)CC2)c1ccc(C(F)(F)F)cc1 (configuration not stated)	i
OCCN1CCN(CC(O)COCc2ccc(Cl)cc2)CC1 (configuration not stated)	i
CCOCCn1c(-n2nc(C)cc2C)nc2c1c(=O)n(CCN1CCOCC1)c(=O)n2C	i
Cc1cc(C(=O)N2CCC(CN3CCN(C)CC3C)CC2)c(C)o1 (configuration not stated)	i
Cc1cc(C)n(CCNC(=O)C2COCC(=O)N2Cc2ccccc2)n1 (configuration not stated)	i

Next part; the last 3 above are carried over.
SMILES	GIRK2 act
CCOCCn1c(-n2nc(C)cc2C)nc2c1c(=O)n(CCN1CCOCC1)c(=O)n2C	i
Cc1cc(C(=O)N2CCC(CN3CCN(C)CC3C)CC2)c(C)o1 (configuration not stated)	i
Cc1cc(C)n(CCNC(=O)C2COCC(=O)N2Cc2ccccc2)n1 (configuration not stated)	i
Cc1cc(C)c2sc(N(Cc3ccccn3)C(=O)C3CCCN3S(C)(=O)=O)nc2c1 (configuration not stated)	i
Cc1ccc(C23CC4CC(CC(CN)(C4)C2)C3)cc1	i
COC(=O)CSc1nnc(-c2cn(C)nc2OC)n1C	i
Cc1nc(-c2cccs2)c(CCC(=O)Nc2c(Cl)cccc2Cl)s1	i
NS(=O)(=O)c1ccc(CCNC(=O)Cc2csc(Nc3ccc(F)cc3)n2)cc1	i
COC(=O)CCc1c(C)nc2c(c(C)nn2C2CCS(=O)(=O)C2)c1C (configuration not stated)	i
Cc1onc(-c2ccccc2Cl)c1C(=O)NCC(=O)N1CCOC(c2ccccc2)C1 (configuration not stated)	i
COc1ccc(S(=O)(=O)NCCc2csc(-c3cccc(C)c3)n2)cc1F	i
O=C(NCCc1ccc(F)cc1)C(=O)Nc1ccc(Cl)cn1	i
COc1ccc(S(=O)(=O)N2CCCc3cc(NC(=O)c4snnc4C)ccc32)cc1	i
CN(C)c1cccc(C(=O)NCC#CCN2CCc3ccccc3C2)c1	i
COc1ccc([N+](=O)[O-])cc1NC(=O)c1cccc(S(=O)(=O)C(C)C)c1	i
CC(Cn1nc(-c2ccco2)ccc1=O)C(=O)Nc1cccc(Cl)c1Cl (configuration not stated)	i
COc1ccc2nc(N3CCN(C(=O)C4CCCN4S(C)(=O)=O)CC3)sc2c1 (configuration not stated)	i
CCOC(=O)N1CCN(S(=O)(=O)CCCOc2ccc(F)cc2)CC1	i
COc1cc(C(=O)Nc2c(C(C)C)cccc2C(C)C)cc(OC)c1OC	i
CS(=O)(=O)N1CCCc2cc(NS(=O)(=O)c3ccccc3F)ccc21	i
CC(C)(C)c1ccc(S(=O)(=O)N2CCCC2C(=O)O)cc1 (configuration not stated)	i
Cc1ccc(C(=O)NCCOc2ccc(-c3cccs3)nn2)cc1[N+](=O)[O-]	i
COc1cccc(OC)c1C(=O)NCCOc1cccc(C(F)(F)F)c1	i
CN(C)C(CNS(=O)(=O)Cc1ccccc1Cl)c1ccco1 (configuration not stated)	i
COc1cc(C)c(C)cc1S(=O)(=O)NCC(O)(c1cccs1)C1CC1 (configuration not stated)	i
O=c1[nH]c(SCc2nc(-c3cccc(C(F)(F)F)c3)no2)nc2ccsc12	i
Cc1cc(C(=O)Nc2cc(Cl)cc(Cl)c2)on1	i
CCn1c(SCC(=O)NCc2ccc(C)cc2)nnc1-c1cn(C)nc1OC	i
O=C(CCCS(=O)(=O)c1ccccc1)Nc1nnc(-c2cccs2)o1	i
CCCOc1cn(-c2ccc(F)cc2)nc1C(=O)Nc1cc(Cl)ccc1OC	i
O=C(NCC(O)c1ccsc1)c1cc2ccccc2o1 (configuration not stated)	i
CCCOc1ccc(N2CCN(C(=O)c3ccc(OC)c(OC)c3)CC2)nn1	i
CCC(CC)C(=O)N1CCC2(CC1)NC(=O)N(Cc1ccc(C)cc1)C2=O	i

Four structures out of the list, ordered by molar mass, smallest number first.
SMILES	GIRK2 act
O=C(NCC(O)c1ccsc1)c1cc2ccccc2o1 (configuration not stated)	i
CS(=O)(=O)N1CCCc2cc(NS(=O)(=O)c3ccccc3F)ccc21	i
CCCOc1ccc(N2CCN(C(=O)c3ccc(OC)c(OC)c3)CC2)nn1	i
O=c1[nH]c(SCc2nc(-c3cccc(C(F)(F)F)c3)no2)nc2ccsc12	i

Reprinted at random: two compounds from above
SMILES	GIRK2 act
CC(C)(C)c1ccc(S(=O)(=O)N2CCCC2C(=O)O)cc1 (configuration not stated)	i
CCCOc1ccc(N2CCN(C(=O)c3ccc(OC)c(OC)c3)CC2)nn1	i

(list continues)
SMILES	GIRK2 act
Cc1cc(CN2CCC(CN)CC2)c(C)o1	i
CCCCOc1ccc(C(=O)NNC(=O)c2ccc(=O)n(Cc3ccccc3)c2)cc1	i
O=C(Cc1csc(SCC(=O)c2ccc3c(c2)OCO3)n1)NCc1ccccc1	i
CCN1CCN(C(=O)CCc2c(C)nn(-c3nc(C)c(C)c(=O)[nH]3)c2C)CC1	i
CC(C)(C)C(=O)NC12CC3CC(CC(C3)C1)C2	i
CCOC(=O)Cn1nc2ccc(S(=O)(=O)N3CCC(C)CC3)cn2c1=O	i
